C8 TRAIL sens – sensitizes caspase-8 expressing cells to TRAIL | 360,000 compounds, 1% hits | NB7+C8 cells + TRAIL, ATPlite viability luminescence | inhibition (viability loss, TRAIL sensitization), % at 10 µM;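 active means compounds causing at least 50% loss of cell viability in the single-dose screen, relative to plate controls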
TROY NFkB inh – blocks TROY-dependent signaling in reporter cells; Q293 LMP1-TROYcd NF-kB luciferase reporter, 4 h; inhibition, % at 10 µM; 360,000 compounds, 0.98% hits; AID 1347056;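 active means compounds whose plate-normalised and pattern-corrected inhibition of the luciferase reporter signal at the single screening dose is 50% or more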
SRC3 inh – inhibitors of human steroid receptor coactivator 3 (SRC3); AID 588352; HEK293 GAL4-SRC3 luciferase reporter, luminescence; inhibition, % at 3.6 µM; 360,000 compounds, 0.17% hits; Q9Y6Q9;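 active means inhibition above a per-campaign cutoff, the mean of all compounds plus 3 SD, cut at about 60% in these data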;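 further: 0% = DMSO-treated cells and 100% = gossypol-treated cells at 36 µM; higher means less SRC3-driven luciferase light from the GAL4 reporter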
NCOA1 inh – inhibits human SRC1 coactivator | Q15788 | HEK293 GAL4-SRC1 luciferase reporter, luminescence | inhibition, % at 3.6 µM | 360,000 compounds, 0.12% hits | AID 588354;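 active means inhibition above the campaign mean plus 3 SD, with each screening campaign given its own cutoff, cut at about 60% in these data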;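 further: 0% = DMSO treated cells and 100% = gossypol at 36 µM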
TLR9-MyD88 inh – TLR9-MyD88 interaction inhibition. Q9NR96+Q99836. CHO BLA complementation TLR9-MyD88, CCF4 FRET ratio. inhibition, % at 4.98 µM. 340,000 compounds, 0.21% hits;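 active means inhibition above the mean over all tested compounds plus 3 SD, cut at about 21% in these data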;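 further: 0% = DMSO only wells and 100% = clavulanate BLA inhibitor control wells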
COUP-TFII inh – inhibitors of human COUP-TFII (NR2F2). inhibition, % at 8.6 µM. AID 686940. P24468. HEK293T NGFI-A luciferase reporter, luminescence. 370,000 compounds, 0.7% hits;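 active means inhibition above a per-plate cutoff, mean inhibition of test wells between control levels plus 3 SD, cut at about 38% in these data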;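 further: cells cotransfected with COUP-TFII expression vector driving the NGFI-A reporter; 0% = median of COUP-TF2 test wells and 100% = reporter-only cells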
SRC2 inh – inhibits human steroid receptor coactivator 2. Q15596. inhibition, % at 9 µM. AID 651957. HEK293 GAL4-SRC2 luciferase reporter, luminescence. 370,000 compounds, 0.17% hits;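 active means inhibition above the mean inhibition of all tested compounds plus 3 SD, set per campaign, cut at about 52% in these data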;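 further: 0% = DMSO treated cells and 100% = cells given Gossypol at 36 µM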
LRH-1 inv ag – inverse agonists of human LRH-1 (NR5A2); HEK293T StAR-luciferase reporter, LRH-1 transfected, 24 h; 360,000 compounds, 0.13% hits; inhibition, % at 3.6 µM; O00482;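 active means inhibition above the mean inhibition of all tested compounds plus 3 SD, cut at about 73% in these data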;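 further: 0% = DMSO wells and 100% = reporter-only cells lacking LRH-1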
Target sequence (O00482 whole entry, looked up): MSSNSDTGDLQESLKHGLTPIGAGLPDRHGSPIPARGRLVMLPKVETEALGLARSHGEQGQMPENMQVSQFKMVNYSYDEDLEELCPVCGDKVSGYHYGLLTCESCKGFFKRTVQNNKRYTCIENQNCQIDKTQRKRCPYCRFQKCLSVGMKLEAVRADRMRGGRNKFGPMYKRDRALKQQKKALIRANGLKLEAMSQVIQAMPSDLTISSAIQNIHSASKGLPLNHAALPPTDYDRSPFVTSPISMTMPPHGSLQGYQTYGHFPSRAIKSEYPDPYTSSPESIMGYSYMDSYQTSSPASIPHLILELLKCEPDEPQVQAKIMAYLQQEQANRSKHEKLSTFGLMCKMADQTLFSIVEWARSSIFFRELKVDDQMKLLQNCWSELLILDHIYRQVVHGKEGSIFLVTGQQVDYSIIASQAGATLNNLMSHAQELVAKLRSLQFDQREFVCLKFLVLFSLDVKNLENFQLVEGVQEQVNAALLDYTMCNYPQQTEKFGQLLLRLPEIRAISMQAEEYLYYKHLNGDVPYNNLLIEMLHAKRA
NOD2-RIPK2 inh – inhibitors of human NOD2-RIPK2 interaction; O43353; CHO BLA complementation NOD2-RIPK2, CCF4 ratio; inhibition, % at 4.98 µM; 360,000 compounds, 0.38% hits; AID 624267; in the data active means inhibition above about 21%;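 further: 0% = vehicle only and 100% = reference blocker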
Target sequence (O43353 whole entry, looked up): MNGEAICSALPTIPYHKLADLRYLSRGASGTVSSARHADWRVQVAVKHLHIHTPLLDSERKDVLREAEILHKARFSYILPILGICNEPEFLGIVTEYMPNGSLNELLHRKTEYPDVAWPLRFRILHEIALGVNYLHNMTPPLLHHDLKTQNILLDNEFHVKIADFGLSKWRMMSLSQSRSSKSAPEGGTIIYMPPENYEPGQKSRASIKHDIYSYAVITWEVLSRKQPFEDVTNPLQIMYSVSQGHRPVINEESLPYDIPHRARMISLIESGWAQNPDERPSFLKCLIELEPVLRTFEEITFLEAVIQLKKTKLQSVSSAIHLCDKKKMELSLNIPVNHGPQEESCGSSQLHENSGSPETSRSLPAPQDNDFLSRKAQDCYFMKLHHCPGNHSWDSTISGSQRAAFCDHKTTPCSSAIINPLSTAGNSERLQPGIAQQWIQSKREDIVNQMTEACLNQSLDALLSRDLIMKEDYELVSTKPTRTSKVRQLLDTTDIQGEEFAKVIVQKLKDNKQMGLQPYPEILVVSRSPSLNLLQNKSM
EBV LMP1 NFkB – Epstein-Barr LMP1 NF-kappaB reporter inhibition | 350,000 compounds, 0.69% hits | inhibition, % at 12.5 µM | LMP1-induced NF-kappaB luciferase reporter cells, luminescence | AID 504558; in the data active means inhibition above about 41%;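 further: 0% = neutral control wells and 100% = reference inhibitor control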
TWEAK-Fn14 inh – TWEAK-Fn14 signaling inhibition. inhibition, % at 10 µM. 360,000 compounds, 2% hits. TWEAK-stimulated Fn14 reporter cells, luciferase luminescence, 8 h; in the data active means inhibition above about 50%
* = called active by the depositor; / = no result given. Only part of the results is shown (hit frequency here may not be typical).

SMILES | C8 TRAIL sens | TROY NFkB inh | SRC3 inh | NCOA1 inh | TLR9-MyD88 inh | COUP-TFII inh | SRC2 inh | LRH-1 inv ag | NOD2-RIPK2 inh | EBV LMP1 NFkB | TWEAK-Fn14 inh
C#CCOCCOCCOCCNc1nc(N2CCOCC2)nc(N2CCN(C(=O)Cn3cc(CC(C)O)nn3)CC2)n1 (stereo not drawn) | 2 | -14 | -6 | 5 | -8 | 19 | -9 | -2 | 3 | 2 | 11
C=CC1=C2C=C(C3CC3)N(CC3CC3)C=C2C(=O)C(C)(OC(=O)c2ccco2)C1=O (stereo not drawn) | 6 | 0 | -6 | -28 | -6 | 0 | 10 | 15 | 1 | 7 | 10
NC(=O)c1nsnc1-c1ccccc1O | -5 | -9 | 4 | 5 | -1 | / | / | 2 | -7 | 5 | 5
COc1ccc(CC(=O)N2N=C(C)CC2(O)C(F)(F)F)cc1OC (stereo not drawn) | 0 | 1 | 20 | 1 | 6 | 14 | -3 | 14 | 8 | 8 | 13
Cc1ccc(OCCC(=O)Nc2ccc(C)c(F)c2)cc1 | -4 | -38 | -5 | -16 | 9 | 1 | -10 | -14 | -3 | -1 | 2
CC(C(=O)Nc1ccc(S(=O)(=O)N2CCCC2)cc1)N1CCN(c2ccccc2O)CC1 (stereo not drawn) | -3 | 11 | -5 | 0 | -3 | -4 | 7 | 16 | 3 | 2 | 15
CC(C)(C)c1ccc(C(=O)N2CCC(C(=O)N3CCCCC3)CC2)cc1 | -1 | 0 | -20 | 2 | -5 | 2 | 15 | -5 | -5 | 5 | -8
COc1ccccc1C(=O)NC(CCSC)C(=O)NCCCSc1ccccc1 (stereo not drawn) | -5 | 4 | 18 | -8 | -9 | 9 | -17 | -3 | -5 | -4 | -2
Cc1ccc(Cl)cc1N1CCN(S(=O)(=O)c2c(C)[nH]c(C)c2C(=O)N2CCCCC2)CC1 | -23 | 13 | 9 | 16 | -1 | -3 | -14 | 2 | 4 | 6 | -5
O=C(NN1CC(C(=O)OCc2ccc(Cl)cc2Cl)CC1=O)c1ccccc1 (stereo not drawn) | -23 | -6 | -9 | -4 | -15 | -35 | 7 | -7 | -5 | 1 | -11
CC(C)(C)SCCNC(=O)CSCc1ccc([N+](=O)[O-])cc1 | -5 | -2 | 4 | 3 | 2 | 4 | 4 | 4 | -13 | 3 | -19
COc1ccc(C(=O)Nc2ccc(Cl)c(Cl)c2)c(OC)n1 | 5 | / | -77 | -90 | 3 | -17 | -27 | -93 | -8 | -62 | -11
CCN(C)C1CN(Cc2cn(Cc3ccc(OC)cc3)nn2)S(=O)(=O)C1 (stereo not drawn) | 0 | -17 | / | / | / | 12 | -4 | 22 | -3 | / | -2
COc1ccc(NC(=O)CSc2nnnn2C2CCCC2)cc1S(=O)(=O)N1CCOCC1 | -5 | -20 | 9 | -5 | -3 | 16 | 11 | -5 | -3 | 3 | -12
O=C(c1nc2ccc(Cl)cn2c1CN1CCCC1)N1CCc2ccccc2C1 | -8 | 8 | 9 | -50 | 2 | -5 | 12 | -12 | 3 | 3 | 3
COc1ccc(-n2ccnc2SCC(=O)c2c(N)n(C3CC3)c(=O)[nH]c2=O)cc1 | -6 | -3 | 11 | -12 | -6 | 7 | 0 | -26 | -9 | 1 | 0
CC1CCN(S(=O)(=O)c2ccc(S(=O)(=O)NCC(=O)C(C)(C)C)cc2)CC1 | 5 | 3 | -4 | 11 | -14 | -3 | -20 | -5 | -10 | -12 | 11
NC(=O)C(=O)N/N=C1\CCc2ccccc21 | 1 | -13 | -40 | -97 | -7 | 8 | -41 | 13 | -13 | -17 | -32
COc1ccc(CCNC(=O)CNC(=O)c2nn(-c3ccc(OC)c(OC)c3)c(=O)c3ccccc23)cc1OC | -18 | 19 | 21 | 19 | -8 | -12 | -1 | 8 | -4 | 13 | 35
COc1cc(C(=O)Nc2ccc(-n3cnnn3)c(C)c2)cc(OC)c1OC | 8 | -12 | 12 | 4 | 0 | 24 | -22 | -18 | -6 | 7 | -7
Cn1c(=O)n(CCc2ccccc2)c(=O)c2c1ncn2Cc1ccccc1 | -15 | 17 | 12 | 14 | 6 | 14 | 3 | 16 | -1 | 2 | 38
CSc1nc(N)nc(SCC(=O)CC(=O)OC(C)C)c1C#N | 15 | 15 | 10 | 14 | 0 | 5 | -41 | 8 | 5 | 10 | -8
COc1ccc(NC(=O)c2cccc(NS(=O)(=O)c3ccccc3)c2)cc1 | 37 | -7 | -13 | -14 | -9 | 3 | 8 | 3 | -10 | 8 | -16
CC(O)[C@H]1CNCCN1CC1(c2ccccc2)CC1 (stereo partly drawn) | 11 | 2 | 3 | -32 | -2 | -24 | -16 | -13 | 4 | 1 | 0
COc1ccc(C(=O)CCS(=O)(=O)c2ccc(C)cc2)cc1 | -16 | -8 | -2 | -18 | -12 | -13 | -6 | 5 | -10 | -5 | 6
O=C1NC(=S)N/C1=C/c1cccnc1 | -6 | 30 | 54 | 48 | -5 | 34 | 34 | 17 | -11 | -1 | 53*
Cc1nc2ccccc2c(=O)n1NC(=O)c1ccccc1 | 11 | -10 | 5 | 15 | -12 | 12 | 12 | -6 | -14 | -9 | 6
COc1cccc(OC)c1OCCN1CCN(C(=O)c2ccco2)CC1 | -9 | -2 | 18 | -1 | -20 | 0 | -4 | 5 | 2 | 5 | -4
COc1ccc2[nH]c3c(N4CCC(O)(c5cccc(C(F)(F)F)c5)CC4)ncnc3c2c1 | 27 | 64* | 6 | -4 | 1 | 22 | -11 | 1 | 7 | 30 | 75*
O=C(NCCc1cccc(C(F)(F)F)c1)C1CCC(=O)N(CCc2cccc(F)c2)C1 (stereo not drawn) | 8 | -22 | -11 | -20 | -2 | -11 | -14 | 14 | -1 | 6 | -11
Cc1ccc(C(C)C)cc1S(=O)(=O)NCc1ccccn1 | -9 | -4 | 0 | -7 | -2 | 17 | -9 | -1 | 11 | 5 | -1
CCOc1ccc2nc(SCC(=O)c3ccccc3)sc2c1 | 7 | -55 | -36 | -58 | 0 | -30 | -25 | -27 | 0 | -29 | -47
O=c1n(-c2ccccc2)c(=O)n2n1CC(O)C2 | -3 | 19 | 16 | 11 | -4 | -1 | -2 | -1 | -3 | 3 | 2
CCCCCCOc1ccc(N2C(=O)CC(NCCc3ccc(S(N)(=O)=O)cc3)C2=O)cc1 (stereo not drawn) | -5 | 14 | 11 | -19 | -11 | -18 | 3 | 11 | -8 | 1 | 15
CNC(=O)CN1C(=O)NC2(CCc3ccccc3C2)C1=O (stereo not drawn) | 0 | -3 | 7 | -2 | 8 | -4 | -6 | 4 | -10 | -20 | -33
COc1ccc(CC(=O)N/N=C/c2ccc(Cl)s2)cc1OC | -26 | -16 | -7 | 22 | -1 | 13 | 12 | -6 | -5 | -9 | 5
N/C(=N\OC(=O)Cc1ccccc1)c1ccncc1 | -7 | -18 | -3 | -10 | 15 | 7 | -7 | -1 | -9 | -3 | -1
CCOc1ccc(CN2CCNC(=O)C2CC(=O)NCc2csc(C(C)C)n2)cc1 (stereo not drawn) | 5 | -40 | -14 | 4 | -4 | -17 | -6 | -4 | 4 | -13 | 26
Nc1nc2n(n1)C(c1ccco1)CC(c1ccccc1)N2 (stereo not drawn) | -2 | 7 | 4 | -2 | -2 | -14 | -13 | 9 | -1 | -4 | 22
COc1ccc(-c2ccc(C3C(C#N)=C(N)Oc4n[nH]c(C)c43)o2)cc1 (stereo not drawn) | 6 | -1 | 3 | -10 | -9 | -9 | -11 | -16 | 4 | -1 | 17
CCCCC(=O)Nc1sc2c(c1C(=O)OCC)CCC(C=O)=C2Cl | 0 | 4 | -5 | 6 | 19 | / | / | 0 | 9 | -4 | 5
CCOC(=O)c1cc2c(=O)n3cccc(C)c3nc2n(CCOC)c1=NC(C)=O | -12 | 12 | 11 | -13 | / | -15 | -19 | 2 | 1 | -1 | -36
Cc1ccc(S(=O)(=O)/N=C(/Nc2c(C)n(C)n(-c3ccccc3)c2=O)c2ccccc2)cc1 | -11 | 8 | 21 | 3 | -8 | 5 | -2 | -10 | 0 | 3 | -1
Cc1cccc(C)c1OCc1cc(C(=O)N2CCN(C3CCCC3)CC2)no1 | -6 | -32 | -40 | -28 | 2 | 9 | -15 | -41 | -6 | -23 | -48
C/C=C/c1ccc2c(c1)O[C@H](CN(C)C(=O)NC1CCCC1)[C@H](C)CN([C@H](C)CO)S2(=O)=O | 5 | -8 | -31 | -3 | 0 | 4 | -3 | 6 | 4 | 2 | -26
Cc1c(C(=O)Oc2cccc3cccnc23)cccc1[N+](=O)[O-] | -10 | -3 | -7 | -5 | -1 | 7 | 5 | -1 | 1 | -1 | 0
COc1ccccc1CN1CCCC(N2CCN(c3ccccc3OC)CC2)C1 (stereo not drawn) | -8 | 6 | 6 | -11 | 7 | -4 | -11 | 18 | 10 | 9 | -8
COc1ccc(C(=O)[C@@H]2CC[C@](C)(C(=O)O)C2(C)C)cc1 | -8 | -10 | -11 | -17 | -6 | 6 | 17 | -29 | 7 | 1 | -3

Fetched by compound from the list above:
SMILES | C8 TRAIL sens | TROY NFkB inh | SRC3 inh | NCOA1 inh | TLR9-MyD88 inh | COUP-TFII inh | SRC2 inh | LRH-1 inv ag | NOD2-RIPK2 inh | EBV LMP1 NFkB | TWEAK-Fn14 inh
CCOc1ccc(CN2CCNC(=O)C2CC(=O)NCc2csc(C(C)C)n2)cc1 (stereo not drawn) | 5 | -40 | -14 | 4 | -4 | -17 | -6 | -4 | 4 | -13 | 26
COc1ccccc1CN1CCCC(N2CCN(c3ccccc3OC)CC2)C1 (stereo not drawn) | -8 | 6 | 6 | -11 | 7 | -4 | -11 | 18 | 10 | 9 | -8

The listing continues.
SMILES | C8 TRAIL sens | TROY NFkB inh | SRC3 inh | NCOA1 inh | TLR9-MyD88 inh | COUP-TFII inh | SRC2 inh | LRH-1 inv ag | NOD2-RIPK2 inh | EBV LMP1 NFkB | TWEAK-Fn14 inh
Cc1cc2[nH]c(=O)c(=O)[nH]c2cc1S(=O)(=O)NC1CCCCC1C (stereo not drawn) | -5 | -10 | 2 | 7 | 0 | / | / | 14 | 0 | 17 | 17
O=C1CCCN1CCCNCCCn1cnc2c(OCc3ccccc3)ncnc21 | -4 | 2 | -2 | -2 | -17 | -44 | 3 | 11 | 8 | 3 | 18
CCN(CC(=O)NCc1ccc(Cl)cc1)C(=O)c1cnc(Cl)c(Cl)c1 | -1 | 9 | -10 | -1 | 2 | -2 | -21 | 13 | -17 | -5 | 9
C#CCOCCOCCOCCNc1nc(N2CCOCC2)nc(N2CCN(C(=O)[C@H](Cc3ccc(O)cc3)n3cc(CCO)nn3)CC2)n1 | -15 | -25 | 3 | 2 | 3 | 2 | 2 | -6 | -4 | 0 | -2
Cc1ccccc1CS(=O)(=O)CCC(=O)NCc1ccc(F)cc1Cl | -2 | 11 | -15 | 13 | -6 | 19 | 0 | 2 | -2 | -5 | 6
COc1ccccc1/C=C/C=N/NC(=O)CC1C(=O)NN=C1C (stereo not drawn) | -23 | -1 | 17 | 0 | 2 | 6 | -10 | -7 | 0 | -10 | -12
CC(C)N(Cc1nccn1C)C(=O)CC1C(=O)NCCN1Cc1ccc(F)c(F)c1 (stereo not drawn) | 2 | -3 | -3 | 0 | -12 | 13 | -29 | 12 | -8 | -8 | 12
Cc1ccc(C2C(C#N)=C(N)Oc3n[nH]c(-c4ccccc4)c32)o1 (stereo not drawn) | -8 | -1 | 12 | -2 | 2 | 24 | -13 | 19 | 1 | 4 | 0
